Screening data (PubChem)
Bcl-2 Bim block = disrupts Bim peptide binding to human Bcl-2 | Bead-based flow cytometry, Bim peptide-Bcl-2 binding | inhibition, % at 10 µM | 190,000 tested, 0.06% active; in the data active = inhibition above about 40%; inconclusive = no clear call, values can overlap the other calls;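 also: 0% = no compound wells with probe peptide and 100% = reference peptide inhibitor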
RGS7-Gao reg = regulators of human RGS7-Galphao interaction. P09471. Multiplexed bead flow cytometry, RGS7-Galphao binding; actives lie on both sides. binding response (% of control), % at 10 µM. 220,000 tested, 0.35% active. AID 1439; in the data active = binding response below about 49% or above about 150%; inconclusive = no clear call, values can overlap the other calls; inactive = in between;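 also: fluorescent Galphao held in activated GDP-AlF4 state binding bead-coupled RGS7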
Bim-Mcl-1 = inhibitors of Bim-Mcl-1 interaction, human. Bead-based flow cytometry, Bim peptide-Mcl-1 binding. inhibition, % at 10 µM. Q07820. 190,000 tested, 0.1% active;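 also: 0% = no compound tracer wells and 100% = peptide blocker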
RGS8-Gao = human RGS8-Galphao interaction regulation. P09471. multiplexed bead flow cytometry, RGS8-Galphao binding; actives lie on both sides. response (percent of control binding), % at 10 µM. 220,000 tested, 0.34% active. AID 1423; in the data active = response below about 60% or above about 140%; inactive = in between;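 also: Galphao activated as the GDP aluminium fluoride complex binding bead-coupled RGS8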
ABCG2 block = human ABCG2 inhibition, ABCB1 as counter-screen | Q9UNQ0 | IgMXP3 cells, JC-1 efflux, flow cytometry | inhibition, % at 6.6 µM | 190,000 tested, 0.1% active | AID 1325;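 active = inhibition above 80%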;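 also: 0% = DMSO and 100% = nicardipine control wells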
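Test system: IgMXP3 (ABCG2) plus far-red-tagged CCRF-Adr (ABCB1) cells / Amount: 3 million cells/mL in well / Reagent: JC-1 transporter substrate / Timing: 10 min compound exposure, 25 °C / Signal: flow cytometry, 530 nm JC-1 signal / Read-out: percent efflux inhibition, scaled nicardipine 100% to DMSO 0% / Benchmarks: nicardipine as high control, DMSO as low control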
Bim-Bcl-B = inhibitors of Bim-Bcl-B interaction, human; 190,000 tested, 0.073% active; bead-based flow cytometry, Bim peptide-Bcl-B binding; AID 951; inhibition, % at 10 µM; Q9HD36;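 also: 0% = tracer peptide without compound and 100% = reference inhibitor peptide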
Bcl-XL Bim block = disrupts Bim peptide binding to human Bcl-XL. Q07817. bead flow cytometry, fluorescence. inhibition, % at 10 µM. 190,000 tested, 0.04% active
Bim-Bfl-1 = inhibitors of Bim-Bfl-1 interaction, human | Bead-based flow cytometry, Bim-Bfl-1 binding inhibition | AID 1008 | 190,000 tested, 0.12% active | inhibition, % at 10 µM;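 also: 0% = wells without compound plus tracer and 100% = blocker peptide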
ABCB1 block = blocks JC-1 efflux by human ABCB1 transporter. inhibition, % at 6.6 µM. 190,000 tested, 0.067% active. CCRF-Adr cells, flow cytometry. P08183; in the data active = inhibition above about 40%;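 also: 0% = vehicle and 100% = reference inhibitor; higher value means more JC-1 retained so stronger ABCB1 efflux block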
Target sequence (P08183 whole entry, looked up): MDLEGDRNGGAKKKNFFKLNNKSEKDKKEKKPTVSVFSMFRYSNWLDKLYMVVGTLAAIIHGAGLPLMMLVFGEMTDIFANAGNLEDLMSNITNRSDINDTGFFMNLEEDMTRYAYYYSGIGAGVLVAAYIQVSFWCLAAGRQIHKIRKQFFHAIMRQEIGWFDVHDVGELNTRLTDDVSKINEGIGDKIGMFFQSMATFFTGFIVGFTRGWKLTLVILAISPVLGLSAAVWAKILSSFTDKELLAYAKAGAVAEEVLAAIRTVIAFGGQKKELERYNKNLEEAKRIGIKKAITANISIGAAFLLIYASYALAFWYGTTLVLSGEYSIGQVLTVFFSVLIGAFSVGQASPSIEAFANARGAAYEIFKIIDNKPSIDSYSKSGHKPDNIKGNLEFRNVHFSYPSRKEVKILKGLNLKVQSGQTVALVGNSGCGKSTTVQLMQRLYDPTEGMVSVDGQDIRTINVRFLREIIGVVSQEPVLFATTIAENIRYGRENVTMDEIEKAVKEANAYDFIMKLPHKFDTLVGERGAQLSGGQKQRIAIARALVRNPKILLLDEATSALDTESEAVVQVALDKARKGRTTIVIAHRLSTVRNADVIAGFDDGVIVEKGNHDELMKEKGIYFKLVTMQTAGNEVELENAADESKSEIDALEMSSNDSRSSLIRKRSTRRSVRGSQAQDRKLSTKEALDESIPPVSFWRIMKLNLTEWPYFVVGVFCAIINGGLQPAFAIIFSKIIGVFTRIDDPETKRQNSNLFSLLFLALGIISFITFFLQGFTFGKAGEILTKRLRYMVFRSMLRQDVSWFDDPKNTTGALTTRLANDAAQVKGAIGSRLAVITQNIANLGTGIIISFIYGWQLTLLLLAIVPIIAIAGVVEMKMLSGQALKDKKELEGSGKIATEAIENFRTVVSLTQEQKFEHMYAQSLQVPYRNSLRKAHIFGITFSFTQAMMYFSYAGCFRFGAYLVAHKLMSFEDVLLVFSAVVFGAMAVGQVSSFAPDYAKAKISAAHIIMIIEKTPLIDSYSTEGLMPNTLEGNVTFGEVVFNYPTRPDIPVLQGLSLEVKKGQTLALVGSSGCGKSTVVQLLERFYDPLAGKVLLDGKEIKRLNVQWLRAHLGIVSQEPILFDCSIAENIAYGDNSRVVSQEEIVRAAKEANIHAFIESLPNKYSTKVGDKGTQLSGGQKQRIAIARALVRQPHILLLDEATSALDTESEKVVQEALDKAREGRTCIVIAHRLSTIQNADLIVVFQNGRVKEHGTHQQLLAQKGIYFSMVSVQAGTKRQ
Bim-Bcl-W = human Bim-Bcl-W interaction inhibition. 190,000 tested, 0.02% active. bead-based flow cytometry, Bim peptide-Bcl-W binding. Q92843. inhibition, % at 10 µM;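 also: 0% = bound tracer without compound and 100% = peptide blocker; higher means less fluorescent Bim peptide bound to Bcl-W beads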
RGS4-Gao reg = human RGS4-Galphao interaction regulation; Multiplexed bead flow cytometry, RGS4-Galphao binding; actives lie on both sides; binding response (% of control), % at 10 µM; 220,000 tested, 0.33% active; in the data active = binding response below about 49% or above about 150%; inactive = in between;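 also: fluorescent Galphao activated with aluminum fluoride binding bead-coupled RGS4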
* marks the source's active call; other numbers are inactive results; ? = inconclusive. Rule as the data show it, unless noted: active = inhibition above about 40%.

SMILES	Bcl-2 Bim block	RGS7-Gao reg	Bim-Mcl-1	RGS8-Gao	ABCG2 block	Bim-Bcl-B	Bcl-XL Bim block	Bim-Bfl-1	ABCB1 block	Bim-Bcl-W	RGS4-Gao reg
Cc1sc(-c2ccccn2)nc1OC(=O)c1cccc(Cl)c1Cl	-9	107	0	102	0	-7	-1	-12	-0.1	0	104
Cc1cccc(Cn2c(N(C)Cc3ccccc3)nc3c2c(=O)[nH]c(=O)n3C)c1	-4	99	-2	98	3	-6	-3	-8	1.2	2	100
O=C(Nc1ccccc1N1CCOCC1)c1ccccc1NS(=O)(=O)c1ccc(F)cc1	-7	93	0	99	2	-3	-6	-8	1.1	-3	96
O=C(Nc1nccs1)c1cc(S(=O)(=O)N2CCOCC2)c(Cl)cc1Cl	-1	105	-5	103	3	-2	-1	-3	1.2	0	105
CCOC(=O)C1CCCN(C(=O)c2sc3nc(-c4ccc(OC)cc4)cn3c2C)C1 (stereo not drawn)	-4	100	0	93	6	-3	0	-1	2.9	0	93
CC(=O)c1ccc(N2CCN(C(=O)C3(S(=O)(=O)c4ccc(Cl)cc4)CC3)CC2)cc1	2	103	2	104	2	2	3	0	1.1	2	102
CCCCc1c(O)nc(SCC(=O)c2ccccc2)[nH]c1=O	-8	99	-1	98	1	-7	-14	-11	0.2	-1	99
COc1ccc(C(=O)COC(=O)CCN2C(=O)C3C4CC(C(Br)C4Br)C3C2=O)cc1 (stereo not drawn)	-8	100	0	97	1	-6	-5	-12	0.5	0	98
CCOc1nc(NC2CCCCC2)nc(NC(C)(C)C)n1	1	99	1	107	4	3	1	3	0.9	1	105
O=C(O)COc1ccc2oc3ccccc3c2c1	-5	?	0	98	-2	-2	0	-2	-0.5	0	98
Cn1c(SCC(=O)N2c3ccccc3Sc3ccc(Cl)cc32)nnc1-c1ccco1	-5	98	-3	100	20	-3	-8	-17	6.0	0	102
Cc1ccccc1OCc1nnc(SCc2nc3ccccc3c(=O)[nH]2)n1C	-1	101	-5	104	3	-9	-2	-7	0.5	-5	102
Cc1onc(-c2ccccc2Cl)c1C(=O)NCC(=O)O	0	94	-1	100	1	1	-3	0	0.2	-2	100
COCc1cc(C)nc(NCCc2ccccc2)c1C#N	-4	99	-3	102	10	-1	-2	-3	0.7	-1	99
COc1c(Cl)cc(C(=O)Nc2ccc(Cl)cn2)cc1Cl	-6	97	-1	102	2	-5	-2	-7	0.5	4	101
Cc1ccc(-c2nc3ncccc3o2)cc1NC(=O)c1cccs1	-2	100	-1	108	0	-6	-1	-4	-0.4	0	101
COc1ccc(N(CC(=O)NCc2ccco2)S(=O)(=O)c2ccccc2)cc1	0	97	0	97	-1	-4	0	2	0.3	0	97
COc1ccc(C(C)N2CC34C=CC(O3)C(C(=O)OCC(C)C)C4C2=O)cc1 (stereo not drawn)	-7	101	0	102	-4	-8	-5	-12	-2.5	-1	101
CC(=O)c1ccc(OCCCC(=O)NC(C)c2ccc(S(N)(=O)=O)cc2)cc1 (stereo not drawn)	-4	?	-3	100	0	-4	-5	-5	-0.1	-2	101
Cc1ccc[n+](Cc2ccc([N+](=O)[O-])cc2)c1	-6	92	-3	105	3	-9	-3	-10	1.2	-3	99
Cn1ccnc1SCc1cn2cc(Br)ccc2n1	-3	97	0	98	3	-7	-3	-12	0.3	0	95
NC(=O)c1ccc(NCc2ccco2)c([N+](=O)[O-])c1	-8	95	-4	98	2	-11	-8	-11	0.2	1	97
CCOC(=O)C1=C(CN2CC(C)CC(C)C2)NC(=O)NC1c1ccc2c(c1)OCO2 (stereo not drawn)	0	95	0	98	3	0	1	-3	1.4	0	96
Cc1cccc(NC(=O)c2cnn(C)c2)c1C	-9	95	0	99	4	-4	-3	-10	0.2	-3	100
O=C(Nc1ccc2c(c1)nc1n2CCSC1)c1ccco1	-6	96	-1	97	5	-6	2	-13	0.8	0	96
CC(C)CCOc1ccc(Cl)cc1CN1CCOCC1	-1	91	2	96	12	3	0	0	1.4	0	90
COc1ccc2c(c1)c(C(=O)OCCN(C)C)c(C)n2C	-7	102	0	100	1	-4	-3	-7	0.2	0	103
CCCn1c(SCc2ccc(Cl)cc2)nc2c1c(=O)[nH]c(=O)n2C	-6	101	-2	101	0	-9	0	-11	-0.7	-1	104
OC1(c2cccs2)CN(c2ccccc2)C2=[N+]1CCCC2 (stereo not drawn)	-4	?	1	97	-2	-2	-2	-6	0.9	-2	96
COc1ccc(N2C(=O)CC(NNC(=O)c3cc(C)oc3C)C2=O)cc1 (stereo not drawn)	-2	?	0	103	3	-4	-4	-7	1.6	1	103
CC(C)Oc1cc(S(=O)(=O)N2CCCCC2)ccc1N	-2	93	0	98	2	-2	-1	0	0.2	0	95
Clc1ccc(Cn2nnc(-c3ccc(N4CCOCC4)cc3)n2)cc1	0	104	-2	100	7	-2	-3	-2	1.5	-1	96
CCc1ccc(NC2=NCC(=O)N2c2ccc3c(c2)OCCO3)cc1	-15	104	-9	102	13	-11	-16	-26	1.1	-5	100
CCOC(=O)c1oc2cc(O)ccc2c(=O)c1-c1ccc(OC)cc1	-7	102	-4	102	4	-6	5	-6	0.4	0	100
COc1cccc(NC(=O)c2cnsn2)c1	-10	100	-7	101	4	-6	-11	-17	-1.1	-2	100
Cc1ccc(Cn2c(Sc3nccc(C)n3)nc3c2c(=O)[nH]c(=O)n3C)cc1	-3	100	0	97	0	-4	-4	-12	0.2	-6	94

Given in CSV form: part of the list above.
molecule,Bcl-2 Bim block,RGS7-Gao reg,Bim-Mcl-1,RGS8-Gao,ABCG2 block,Bim-Bcl-B,Bcl-XL Bim block,Bim-Bfl-1,ABCB1 block,Bim-Bcl-W,RGS4-Gao reg
COc1ccc2c(c1)c(C(=O)OCCN(C)C)c(C)n2C,-7,102,0,100,1,-4,-3,-7,0.2,0,103
CCCn1c(SCc2ccc(Cl)cc2)nc2c1c(=O)[nH]c(=O)n2C,-6,101,-2,101,0,-9,0,-11,-0.7,-1,104
OC1(c2cccs2)CN(c2ccccc2)C2=[N+]1CCCC2 (stereo not drawn),-4,?,1,97,-2,-2,-2,-6,0.9,-2,96
COc1ccc(N2C(=O)CC(NNC(=O)c3cc(C)oc3C)C2=O)cc1 (stereo not drawn),-2,?,0,103,3,-4,-4,-7,1.6,1,103
CC(C)Oc1cc(S(=O)(=O)N2CCCCC2)ccc1N,-2,93,0,98,2,-2,-1,0,0.2,0,95
Clc1ccc(Cn2nnc(-c3ccc(N4CCOCC4)cc3)n2)cc1,0,104,-2,100,7,-2,-3,-2,1.5,-1,96

Molecules above with bromine:
SMILES	Bcl-2 Bim block	RGS7-Gao reg	Bim-Mcl-1	RGS8-Gao	ABCG2 block	Bim-Bcl-B	Bcl-XL Bim block	Bim-Bfl-1	ABCB1 block	Bim-Bcl-W	RGS4-Gao reg
COc1ccc(C(=O)COC(=O)CCN2C(=O)C3C4CC(C(Br)C4Br)C3C2=O)cc1 (stereo not drawn)	-8	100	0	97	1	-6	-5	-12	0.5	0	98
Cn1ccnc1SCc1cn2cc(Br)ccc2n1	-3	97	0	98	3	-7	-3	-12	0.3	0	95

(continued)
SMILES	Bcl-2 Bim block	RGS7-Gao reg	Bim-Mcl-1	RGS8-Gao	ABCG2 block	Bim-Bcl-B	Bcl-XL Bim block	Bim-Bfl-1	ABCB1 block	Bim-Bcl-W	RGS4-Gao reg
C/C=C/c1ccc(OCCCCOc2c(OC)cccc2OC)c(OC)c1	-11	99	-4	101	10	-10	-8	-10	0.5	-4	101
C=CCn1c(CCC)nc2ccccc21	2	101	1	99	6	0	3	-3	3.3	0	97
CCOc1cc(-c2cc(-c3ccccc3)nc(N)c2C#N)ccc1O	-3	106	4	110	2	-3	-5	-1	0.3	-3	109
O=C(NCc1cccnc1)c1cccc(S(=O)(=O)N2CCCCC2)c1	-3	90	-1	97	1	-1	-5	-1	0.3	-2	92
COc1cccc2cc(C(=O)N3CCN(C(=O)c4ccccc4)CC3)c(=O)oc12	7	100	-3	101	1	-7	-8	1	0.6	0	98
Cc1nc(N2CCN(c3ccccc3)CC2)[nH]c(=O)c1Cc1cccc2ccccc12	-1	148	0	96	6	-1	0	0	1.2	0	114
CCCOc1ccccc1NC(=O)c1ccc(N)cc1	0	99	-2	93	7	0	0	0	0.6	-1	92
CCc1ccc(NC(=O)c2ccc3c(c2)C(=O)N(Cc2ccco2)C3=O)cc1	-2	83	0	90	-4	-2	-6	-1	-3.4	-7	88

The order is random; 0.94% or so of the library scored in one or more.
